Screens as filed in PubChem BioAssay.
OX1R FRET antag – OX1R (human) antagonism | OX1R-expressing cells, FRET antagonist read-out | inhibition, % at 6.6 µM | 330,000 compounds, 1.8% hits | AID 485270; in the data active = inhibition mostly above about 38%, no sharp cut-off; inactive = mostly below about 40%;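 also: 0% = agonist challenge alone and 100% = reference antagonist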
Target sequence (O43613 whole entry, looked up): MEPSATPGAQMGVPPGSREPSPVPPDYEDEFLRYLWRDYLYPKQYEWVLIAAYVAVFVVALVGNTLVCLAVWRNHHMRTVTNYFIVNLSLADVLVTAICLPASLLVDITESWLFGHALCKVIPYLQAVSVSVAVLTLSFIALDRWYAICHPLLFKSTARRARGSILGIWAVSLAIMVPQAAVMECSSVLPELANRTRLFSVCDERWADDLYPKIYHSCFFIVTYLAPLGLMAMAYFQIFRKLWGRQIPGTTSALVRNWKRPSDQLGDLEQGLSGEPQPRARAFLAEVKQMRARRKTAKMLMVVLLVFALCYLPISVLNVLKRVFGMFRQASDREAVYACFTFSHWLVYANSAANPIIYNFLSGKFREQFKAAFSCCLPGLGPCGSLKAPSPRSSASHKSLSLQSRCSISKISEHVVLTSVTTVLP
STK33 inh – blocks human STK33 kinase activity. 320,000 compounds, 0.073% hits. Q9BYT3. inhibition, % at 10 µM. purified STK33, MBP phosphorylation, ADP-Glo luminescence;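 active = inhibition at or above 25%, using the most active replicate where run in duplicate; inactive = inhibition below 25%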
Target sequence (Q9BYT3 whole entry, looked up): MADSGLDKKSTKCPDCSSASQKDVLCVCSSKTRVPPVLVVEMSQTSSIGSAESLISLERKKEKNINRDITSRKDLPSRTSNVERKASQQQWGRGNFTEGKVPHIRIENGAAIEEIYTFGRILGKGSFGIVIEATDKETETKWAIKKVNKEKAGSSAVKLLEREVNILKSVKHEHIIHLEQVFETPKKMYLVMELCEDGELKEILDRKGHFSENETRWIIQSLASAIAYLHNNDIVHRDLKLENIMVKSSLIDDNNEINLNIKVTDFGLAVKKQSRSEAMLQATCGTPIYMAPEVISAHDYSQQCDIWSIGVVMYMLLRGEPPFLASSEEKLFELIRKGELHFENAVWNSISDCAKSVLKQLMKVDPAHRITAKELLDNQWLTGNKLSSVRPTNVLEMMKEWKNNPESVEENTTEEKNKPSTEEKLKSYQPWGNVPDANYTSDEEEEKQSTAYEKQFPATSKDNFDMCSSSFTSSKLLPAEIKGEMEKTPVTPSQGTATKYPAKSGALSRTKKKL
An asterisk follows results filed as active.

For CCCCN(CCCC)C(=O)c1nsnc1-c1ccccc1O the results were OX1R FRET antag 15 and STK33 inh -1.9.
For O=C(NCc1ccccc1)NC1CC2CCC(C1)N2Cc1ccco1 (stereo unspecified) the results were OX1R FRET antag 11 and STK33 inh -0.6.
For Cc1cnc([N+](=O)[O-])n1CCOC(=O)NC(=O)c1ccc(F)cc1 the results were OX1R FRET antag 37 and STK33 inh 1.1.
`Oc1ccc(CNc2ccccc2F)c2cccnc12` gave OX1R FRET antag 1 and STK33 inh -1.4.
For COc1cc(CNc2ncnc3c2[nH]c2ccc(C)cc23)cc(OC)c1 the results were OX1R FRET antag 12 and STK33 inh 0.5.
`O=C1CC2(CCN(C(=O)COc3ccc(Cl)cc3)CC2)Oc2ccccc21` gave OX1R FRET antag 11 and STK33 inh 1.4.
`Cc1ccc(NCC(=O)c2ccccc2)cc1Cl` gave OX1R FRET antag 12 and STK33 inh -0.5.
`CN1C(C(=O)NCc2cccc(Br)c2)CC2Cn3c(nc4cc(Cl)c(Cl)cc43)C21` (stereo unspecified) gave OX1R FRET antag 3 and STK33 inh -63.
`O=C(Nc1ccc2ccccc2c1)c1ccc(Cl)cc1` gave OX1R FRET antag 15 and STK33 inh 2.0.
For CCn1c(N2CCC(Cc3ccccc3)CC2)nc2c1c(=O)[nH]c(=O)n2C the results were OX1R FRET antag 28 and STK33 inh -0.7.
C/C(=N\NC(=O)Cc1c(C)[nH][nH]c1=O)c1cccc(Br)c1 was read as OX1R FRET antag 2 and STK33 inh 0.6.
O=C(CN1C(=O)C(=O)c2ccccc21)OCN1C(=O)c2ccccc2C1=O was read as OX1R FRET antag 44* and STK33 inh -0.9.
Screening Cc1cccc(C)c1NC(=O)[C@@]1(CC(=O)O)CC(/C=C/c2ccccc2)=NO1 returned STK33 inh -0.9.
O=C(NNC(=S)Nc1ccc(Cl)cc1)c1ccccc1 was read as OX1R FRET antag 9 and STK33 inh -1.3.
For COc1c(Br)cc(Br)cc1C(=O)O the results were OX1R FRET antag 11 and STK33 inh -1.8.
Screening O=S(=O)(Nc1cccc2ccccc12)c1cccs1 returned OX1R FRET antag 11 and STK33 inh -0.2.
For Cc1ccc(-c2c(C)n([O-])c3c([n+]2=O)CCCC3)o1 the results were OX1R FRET antag 7 and STK33 inh -1.3.
Screening Cc1ccc(C)c2[nH]c(=O)c(CN(Cc3ccc4c(c3)OCO4)Cc3nnnn3Cc3ccco3)cc12 returned OX1R FRET antag 15 and STK33 inh 1.4.
O=C(Nc1ccc(F)cc1)NC1CCCCC1 was read as OX1R FRET antag 13 and STK33 inh -0.2.
Screening COC(=O)[C@H](CC(C)C)NC(=O)NC1CCCc2ccccc21 (stereo partly specified) returned OX1R FRET antag 26 and STK33 inh -0.6.

Molecules above with an aryl methoxy group (2):
For COc1cc(CNc2ncnc3c2[nH]c2ccc(C)cc23)cc(OC)c1 the results were OX1R FRET antag 12 and STK33 inh 0.5.
For COc1c(Br)cc(Br)cc1C(=O)O the results were OX1R FRET antag 11 and STK33 inh -1.8.

Continued.
C[C@@H]1C[C@H]2[C@@H]3CCC4=CC(=O)C=C[C@]4(C)[C@@]3(F)[C@@H](O)C[C@]2(C)[C@H]1C(=O)CO was read as OX1R FRET antag 15 and STK33 inh 1.4.
For COc1ccc2oc(=O)c(C(=O)NCc3ccc(F)cc3)cc2c1 the results were OX1R FRET antag 17 and STK33 inh -2.5.
`COC(=O)N/N=C/c1cc(C)n(-c2cccc3ccccc23)c1C` gave OX1R FRET antag 16 and STK33 inh -1.9.
Cc1ccc2c(Cl)c(C(=O)NCC3CCCO3)sc2c1 (stereo unspecified) was read as OX1R FRET antag 7 and STK33 inh 2.4.
N#CC1=C(N)C(C#N)(C#N)C(c2ccncc2)C2CN(C(=O)OCc3ccccc3)CC=C12 (stereo unspecified) was read as OX1R FRET antag 16 and STK33 inh 2.7.
Screening CCn1c2ccccc2c2cc(NC(=O)c3cccc(OC)c3OC)ccc21 returned OX1R FRET antag 87* and STK33 inh -0.5.
Screening FC(F)(F)c1cccc(N2CCN(CC3CC=CCC3)CC2)c1 (stereo unspecified) returned OX1R FRET antag 13 and STK33 inh -0.5.
`CC(C)Oc1ccc(CSc2ncn[nH]2)cc1` gave OX1R FRET antag 16 and STK33 inh -0.8.
`Cc1ccc(NC(=O)CN(C)C(=O)c2ccc(COc3ccccc3)cc2)cc1` gave OX1R FRET antag 8 and STK33 inh 0.6.
CCN1CCc2c(OCc3ccc(C)cc3)cccc2C1=O was read as OX1R FRET antag 25 and STK33 inh -0.1.
CC12CCC(C(=O)Nc3c(Cl)cccc3Cl)(C(Br)C1=O)C2(C)C (stereo unspecified) was read as OX1R FRET antag 11 and STK33 inh -0.7.
Cc1ccc(C(=O)NCC(=O)N2CCCCCC2)cc1 was read as OX1R FRET antag 8 and STK33 inh -2.1.
`O=C(CSc1nc2cc(C(F)(F)F)ccc2n1Cc1ccccc1)NC1CCS(=O)(=O)C1` (stereo unspecified) gave OX1R FRET antag 23 and STK33 inh 1.0.
CCCOc1ccc(-c2cnc(SCC(N)=O)nc2N)cc1 was read as OX1R FRET antag 17 and STK33 inh -0.7.
O=c1c2oc3ccccc3c2[nH]c(=S)n1-c1ccccc1 was read as OX1R FRET antag 2 and STK33 inh -0.5.
COc1ccc(CNC(=O)C(NS(=O)(=O)c2cccc3nsnc23)C(C)C)cc1 (stereo unspecified) was read as OX1R FRET antag 26.
For CCC(CC)NCc1ccc2c(c1)c1ccccc1n2CC the results were OX1R FRET antag 18 and STK33 inh -0.3.
`Cc1nn(-c2ccccc2)c(C)c1/C=N/NC(=O)CSc1nc2ccccc2c(=O)n1-c1ccc(Br)cc1` gave OX1R FRET antag 17 and STK33 inh -2.4.
`Cc1nnc(-c2cnn(-c3ccccc3)c2N)n1Cc1ccncc1` gave OX1R FRET antag 1 and STK33 inh -1.9.
CCOc1ccc(NC(=O)CSc2nc(N)c(-c3ccccc3)c(=O)[nH]2)cc1 was read as OX1R FRET antag 17 and STK33 inh -1.1.
Screening Cc1[nH]c2ccccc2c1C(=O)CSC(=S)N(C)C returned OX1R FRET antag 64 and STK33 inh -1.4.
For CCCCC(=O)Nc1nnc(-c2ccco2)o1 the results were OX1R FRET antag 3 and STK33 inh 0.7.
O=C(COC(=O)C1=COCCO1)NCCCc1ccccc1 was read as OX1R FRET antag 7 and STK33 inh -0.8.
`CC(=O)Oc1ccc(-c2cccc(C(=O)N3CCCCC3)c2)cc1` gave OX1R FRET antag 10 and STK33 inh -1.1.
Screening CCOC(=O)c1cccc(NC(=O)Nc2ccc3c(c2)C(=O)OC3)c1 returned OX1R FRET antag -1 and STK33 inh -0.7.
For CCc1ccc(-n2c(SCC(=O)Nc3ccc(C(=O)O)cc3)nnc2-c2ccncc2)cc1 the results were OX1R FRET antag 11 and STK33 inh -0.9.
Screening O=C(O)c1n[nH]c2c1CCCC2 returned OX1R FRET antag 15 and STK33 inh -3.0.
For C=CCn1c(CNC(=O)c2cccs2)n[nH]c1=S the results were OX1R FRET antag 12 and STK33 inh -1.5.
`COC(=O)c1ccccc1NC(=O)COC(=O)CSc1nnc(N)s1` gave OX1R FRET antag -1 and STK33 inh 4.3.
`CCOC1(NC(=O)c2ccccc2)C(C)=CC(=O)C=C1C` gave OX1R FRET antag 8 and STK33 inh -0.6.
`O=C(N/N=C/c1cccc(O)c1)c1csc2ccccc12` gave OX1R FRET antag 32 and STK33 inh 2.0.
Cc1ccccc1NC(=O)Cc1nnc(SCC(=O)N2CCOCC2)n1C was read as OX1R FRET antag 0 and STK33 inh -2.2.
For O=C(CSc1nnc(COc2ccccc2)o1)Nc1nccs1 the results were OX1R FRET antag 3 and STK33 inh 0.0.
O=C(CN1CCN(c2cccc(Cl)c2)CC1)Nc1ccc(S(=O)(=O)N2CCOCC2)cc1 was read as OX1R FRET antag 22 and STK33 inh -1.3.
`CCCCn1c(=S)[nH]c2ncccc2c1=O` gave OX1R FRET antag 21 and STK33 inh -0.7.
Screening COc1cc(COCC(O)CN2CCCCC2C)cc(OC)c1OC (stereo unspecified) returned OX1R FRET antag 7 and STK33 inh -1.1.
Screening O=C(NNc1ccccc1[N+](=O)[O-])Nc1ccc(F)cc1F returned OX1R FRET antag 6 and STK33 inh -1.8.
For CSC1=NCCN1CCOc1ccccc1 the results were OX1R FRET antag 35 and STK33 inh 0.0.
For C=CCn1c(SCc2ccc(F)cc2)nnc1-c1sc2nc(C)cc(C)c2c1N the results were OX1R FRET antag 2 and STK33 inh -0.7.
CCOc1ncccc1C(=O)Nc1nnc(C(CC)CC)s1 was read as OX1R FRET antag 10 and STK33 inh 0.2.

Part of the list above in order of length of the SMILES, high to low:
`CC(=O)Oc1ccc(-c2cccc(C(=O)N3CCCCC3)c2)cc1` gave OX1R FRET antag 10 and STK33 inh -1.1.
`COC(=O)c1ccccc1NC(=O)COC(=O)CSc1nnc(N)s1` gave OX1R FRET antag -1 and STK33 inh 4.3.
`O=C(N/N=C/c1cccc(O)c1)c1csc2ccccc12` gave OX1R FRET antag 32 and STK33 inh 2.0.
Screening Cc1[nH]c2ccccc2c1C(=O)CSC(=S)N(C)C returned OX1R FRET antag 64 and STK33 inh -1.4.
CCOc1ncccc1C(=O)Nc1nnc(C(CC)CC)s1 was read as OX1R FRET antag 10 and STK33 inh 0.2.
`CCCCn1c(=S)[nH]c2ncccc2c1=O` gave OX1R FRET antag 21 and STK33 inh -0.7.
Screening O=C(O)c1n[nH]c2c1CCCC2 returned OX1R FRET antag 15 and STK33 inh -3.0.

Continued:
For CCN(CC(=O)NCc1ccccn1)S(=O)(=O)c1ccc(Cl)cc1 the results were OX1R FRET antag 31 and STK33 inh 0.4.
Screening O=C(COc1coc(CN2CCc3ccccc32)cc1=O)Nc1ccc([N+](=O)[O-])cc1 returned OX1R FRET antag 14 and STK33 inh 0.7.
CCOC(=O)C1Oc2ccccc2C(c2ccc(OC)cc2)=C1C(=O)OC (stereo unspecified) was read as OX1R FRET antag 10.
`Cc1cc(C)nc(SCc2nnc(SCC(N)=O)n2Cc2ccco2)n1` gave OX1R FRET antag 4 and STK33 inh -1.3.
For CCOC(=O)N1CCN(C(=O)C(=O)NNC(=O)COc2ccc(Cl)c(C)c2)CC1 the results were OX1R FRET antag 2 and STK33 inh -1.3.
For O=C(CN1CCN(CC(=O)Nc2ccccc2Cl)CC1)Nc1ccc(F)c(F)c1 the results were OX1R FRET antag -1 and STK33 inh -0.3.
Cc1ccccc1NC(=O)Cc1nc(COC(=O)c2cc([N+](=O)[O-])ccc2N)cs1 was read as OX1R FRET antag 7 and STK33 inh -2.0.
For O=C(CN(CCc1ccccc1)Cc1ccccc1)Oc1ccccc1P(=O)(O)O the results were OX1R FRET antag -9 and STK33 inh -1.5.
`CCOC(=O)/C(=C\C=C\N1CCOCC1)C(C)=O` gave OX1R FRET antag 15 and STK33 inh -1.7.
For Cc1ccnc(N2C(=O)c3ccccc3C2Nc2cccc(C)c2C)c1 (stereo unspecified) the results were OX1R FRET antag -1 and STK33 inh -0.8.
For CC(C)CNC(=O)c1cc(-c2ccc(Br)cc2)on1 the results were OX1R FRET antag 9 and STK33 inh -0.1.
CC(=O)OCC1OC(c2ccccc2)C(OC(C)=O)C(OC(C)=O)C1OC(C)=O (stereo unspecified) was read as OX1R FRET antag 1 and STK33 inh 0.3.
For CC(=O)NC(CC(=O)NNC(=O)c1cccs1)c1ccccc1 (stereo unspecified) the results were OX1R FRET antag 14 and STK33 inh 0.6.
`COc1cccc2cc(C(=O)Nc3ccc(S(=O)(=O)NCC4CCCO4)cc3)c(=O)oc12` (stereo unspecified) gave OX1R FRET antag 13 and STK33 inh -3.2.
O=C(O)c1cccc(NC(=S)NC(NC(=O)c2ccco2)C(Cl)(Cl)Cl)c1 (stereo unspecified) was read as OX1R FRET antag 15 and STK33 inh -2.2.
For COc1ccccc1C1C(C#N)=C(N)Oc2c1oc(CO)cc2=O (stereo unspecified) the results were OX1R FRET antag 27 and STK33 inh -1.5.
`O=C(CSc1ncn[nH]1)N/N=C/c1ccc(C(F)(F)F)cc1` gave OX1R FRET antag 0 and STK33 inh -1.0.
`CCOc1ccc(N(CC(=O)NC(C)CC)S(C)(=O)=O)cc1` (stereo unspecified) gave OX1R FRET antag 10 and STK33 inh -0.6.
Screening CC(=O)C(C(C)=O)C(NC(=O)c1cccnc1)(C(F)(F)F)C(F)(F)F returned OX1R FRET antag -6 and STK33 inh -1.3.
`Cc1nc2n[nH]c(N)c2c2c1COC(C)(C)C2` gave OX1R FRET antag 16 and STK33 inh 0.9.
`Cn1ccnc1SCC(=O)Nc1cc(S(=O)(=O)N2CCOCC2)ccc1Cl` gave OX1R FRET antag 16 and STK33 inh -2.9.
`O=C(Nc1nc2c(cc3c4c(cccc42)CC3)s1)c1ccccc1Cl` gave OX1R FRET antag 37 and STK33 inh -2.5.
`O=C(COC(=O)Cc1ccc(Br)cc1)NC1CCCC1` gave OX1R FRET antag 4 and STK33 inh -0.7.
COc1ccc(C(=O)Nc2ccnn2C2CCN(CCC(C)c3ccc(C)o3)CC2)cc1 (stereo unspecified) was read as OX1R FRET antag 19 and STK33 inh 0.2.
CC1CCN(c2ccc(C(=O)O)cc2N)CC1 was read as OX1R FRET antag 4 and STK33 inh -1.5.
Screening CCc1cccc(CC)c1N(COC)C(=O)Cn1nnc2ccccc21 returned OX1R FRET antag 24 and STK33 inh 2.0.
Screening CCOC(=O)c1c(CN2CCN(C)CC2)n(C)c2cc(Br)c(OC)cc12 returned OX1R FRET antag 7 and STK33 inh 0.0.
